High-throughput results as filed in PubChem BioAssay.
mHTT-CaM PPI inh – mutant huntingtin-calmodulin interaction inhibitors – biochemical, AlphaScreen, primary screen | P42858 | AlphaScreen His-mHTT/GST-CaM binding, luminescence | inhibition, % at 15 µM | actives 3.6% (n = 190,000) | AID 1671202, 2021;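 further: 0% = both proteins with DMSO and 100% = one protein alone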
Pf apPOL block – Pf-apPOL inhibitors, biochemical, fluorescence; actives 0.25% (n = 210,000); inhibition, % at 10 µM; AID 1794808, 2022; Recombinant Pf-apPOL, molecular beacon fluorescence, 1.5 h; Plasmodium falciparum apicoplast DNA polymerase (apPOL)
* marks the source's active call; other numbers are inactive results; i = inactive; x = no result given; & = joins results of further samples. No stated cut-off is given here; in the data, active means inhibition above about 50%; inactive means the rest.

Values in the order: mHTT-CaM PPI inh | Pf apPOL block
> Cc1ccc(N2C=C(C#N)S(=O)(=O)c3ccc(C)cc32)c(Br)c1
  6 | -5
> Cc1cc(F)ccc1NC(=O)c1cc(C)n2nccc2n1
  -12 | 0
> COc1ccc2c(c1)CC/C2=N\OC(=O)c1ccc(OC)c(OC)c1
  i | 0
> CCCc1cc(C2CCCN2C(=O)CCc2ccccc2)no1 (centres undefined)
  3 | 1
> CCOC(=O)COc1ccc2c(c1)OC(=Cc1cc(OC)c(OC)c(OC)c1)C2=O
  2 | -6
> O=C(C1CCN(CC2CCCCC2)CC1)N1CCCCC1
  -3 | -5
> O=C(NCCn1cnc(-c2ccc(F)cc2)cc1=O)c1cc(-c2ccco2)[nH]n1
  38 | 12
> CCOc1ccc(N=Cc2c(C)[nH]n(-c3ccccc3)c2=O)cc1
  32 | -4
> O=C(Cn1ccnc1)N1CCCCC1CCN1CCCC1 (centres undefined)
  30 | -7
> COc1ccc(C2CC(C(F)(F)F)n3ncc(C(=O)NCCc4ccccc4)c3N2)cc1OC (centres undefined)
  36 | 9
> COc1ccc2c(c1)N1CCN(c3ccc(F)cc3)CC1C(C(=O)NCC(C)C)C2 (centres undefined)
  17 | -6
> O=C(COc1ccccc1)NC(C(=O)O)C12CC3CC(CC(C3)C1)C2 (centres undefined)
  2 | -11
> Cc1ccccc1N(C)S(=O)(=O)c1ccc2[nH]cc(C(=O)NC3CCCC3)c(=O)c2c1
  12 | -10
> CCOC(CCn1c(SCC(=O)Nc2nccs2)nc2ccccc2c1=O)OCC
  10 | 5
> COc1ccc(Cc2nnc(N)o2)cc1
  -13 | 1
> Cc1cc(C)c(NC(=O)Cn2cc3c(n2)CCC(C)C3)c(C)c1 (centres undefined)
  -7 | -1
> COc1cccc(CN2CCN(C(=O)c3ccccc3F)CC2)c1
  0 | 1
> Cc1ccccc1NC(=O)C1CCCN(c2cnn(Cc3ccccc3)c(=O)c2)C1 (centres undefined)
  -4 | -4
> COc1cccc(C2C3=C(CC(C)(C)CC3=O)Nc3ncnn32)c1OC (centres undefined)
  -5 | -2
> CCc1cccc(OCCOCCn2ccnc2)c1
  2 | -16
> COc1ccc(C2CC(O)(C#Cc3ccccc3)C(C)C(c3ccc(OC)cc3)N2)cc1 (centres undefined)
  100* | -2
> Cc1ccc(/C=C2\N=C(c3cccc(F)c3)OC2=O)o1
  15 | 3
> Cc1ccccc1C(=O)N1CCC(COc2ccc(C(=O)N3CCCCC3)cc2)CC1
  -3 | -1
> Cc1cc(NCc2ccccc2)nc(N2CCOCC2)n1
  2 | 1
> COc1cc(-c2ccc(SC3CCCC3)nn2)cc(OC)c1OC
  1 | -28
> Cc1cccc(/C=C2\N=C(c3ccc4c(c3)OCO4)OC2=O)c1
  6 | 2
> CC(=O)N1CCN(c2nc3c(s2)CC(C(=O)N2CCN(C4CCCC4)CC2)CC3)CC1 (centres undefined)
  5 | -1
> CC(=O)Nc1ccc(S(=O)(=O)N2CCN(C)C(c3ccc(C)cc3)C2)cc1 (centres undefined)
  15 | -1
> Cc1cc(C(=O)NCc2ccc3c(c2)OCCCO3)nn1C
  x | -4
> COc1ccc(C(=O)NC2CCN(c3nnc4ccc(Cl)cn34)CC2)cc1
  0 | -5
> COc1cc(CN2CCCC2c2cc(C)on2)cc(OC)c1OC (centres undefined)
  11 | 0
> O=C(CN1N=C(c2ccc(Cl)cc2)CCC1=O)NCc1ccc(F)cc1Cl
  -11 | -13
> COc1cccc(-c2cc(C(=O)N3CCN(Cc4nc5ccccc5n4C)CC3)[nH]n2)c1
  18 | -7
> O=C(NCC1CCCCC1)c1cn2c(n1)CCCC2
  -7 | -3
> CCOc1ccc(NC(=O)C(=O)NCc2ccccc2Cl)cc1
  -3 | 3
> CNC(=O)C1CN(C(=O)c2nccc3ccccc23)CC12CCCC2 (centres undefined)
  2 | 0
> COc1ccc(C2(CNC(=O)c3cc4ccccc4o3)CCCCC2)cc1OC
  30 | 7
> CC(=O)c1ccc(N2CCN(CC3CCCCC3)CC2)cc1
  2 | -3
> COc1ccc(NC(=O)CN2N=NC3C(=O)N(c4ccc(F)cc4)C(=O)C32)cc1Cl (centres undefined)
  2 | 8
> O=C(C1CC1)N(CCN(Cc1ccccc1)C(=O)C1CC1)Cc1ccccc1
  1 | 1
> Fc1ccc(F)c(CN2CCN(c3ncccn3)CC2)c1
  -9 | -6
> CC(c1ccccc1)C1Nc2ccccc2C(=O)N1c1ccccc1 (centres undefined)
  1 | -4
> O=C(/C=C/c1ccccc1)Nc1c2c(nn1-c1ccc([N+](=O)[O-])cc1)CSC2
  56* | -10
> CC(=O)Nc1ccc2c(=O)cc(-c3ccc(C(C)(C)C)cc3)oc2c1
  1 | -11
> CN(Cc1ccccc1)C(=O)Cn1cccc1-c1nnc(C2CC2)o1
  -3 | -3
> Cc1c(Cl)cccc1NC(=O)C1(S(=O)(=O)c2ccc(Cl)cc2)CC1
  -21 | 2
> CCN(CC)CCCNC(=O)c1noc2c1CCCCC2
  -6 | -3
> Cc1cccc(-n2cnc3cc(C(=O)NCc4ccc(F)cc4)ccc32)c1
  21 | 30
> COc1cccc(CN[C@@H]2CC[C@@]34CCCN3C(=O)CCC[C@H]4C2)c1
  -4 | -4
> COc1ccccc1Oc1nc2c(c(=O)n(C)c(=O)n2C)n1Cc1ccc(F)cc1
  0 | 2
> Cc1nc(C(=O)Nc2ccc(Oc3ccccc3)cc2)c(C)n1C1CCN(C)CC1
  82* | -6
> Fc1ccc(CN2CCN(c3c4c(nc5ncnn35)CCCC4)CC2)cc1
  -5 | 3
> O=C(c1ccc(-n2cccc2)cc1)N1CC(c2nc(-c3cccc(C(F)(F)F)c3)no2)C1
  28 | 13
> CCOC(=O)C1CCN(C(=O)C2CCc3nc(N(CC)CC)ncc3C2)CC1 (centres undefined)
  6 | 0
> CC(C)(C)NC(=O)c1cccc(NC(=O)CN2C(=O)c3ccccc3C2=O)c1
  10 | -2
> CCCn1cc(C2=CCN(C(=O)Nc3cc(OC)cc(OC)c3)CC2)c2cccnc21
  28 | -4
> COc1ccccc1CNC(=O)CN(C)S(=O)(=O)c1ccc(Br)s1
  -7 | 1
> O=C(c1ccc(C(=O)N2CCCCCC2)cc1)N1CCCCCC1
  -5 | 5
> Cc1ccc2c(c1)/C(=C/c1ccc(Br)cc1)C(=O)N2
  34 | -3
> COCCCNC(=O)N1CCCCCC1c1cccc(C)c1 (centres undefined)
  2 | -1

(more compounds)
Values in the order: mHTT-CaM PPI inh | Pf apPOL block
> O=C(CCn1c(=O)[nH]c2ccsc2c1=O)NC1CC1
  -2 | 3
> CCN(CC)S(=O)(=O)c1ccc(NC(=O)c2oc3c(c2C)C(=O)CC(C)(C)C3)cc1
  7 | 0
> CCOc1ccc(C(=O)N2CCC(c3nc(C(=O)N4CCCC4)c(C)o3)CC2)cc1
  26 | -3
> Cc1nc2ccc(C(=O)O)cc2[nH]1
  -5 | 8&-1
> O=C(c1c[nH]c2ccccc12)N1CCN(c2ccc(-n3cccn3)nn2)CC1
  48 | -16
> Cc1cc(C2CCCN2C(=O)Nc2ccccc2C)no1 (centres undefined)
  2 | -4
> CCOC(=O)c1oc2cc(OC(=O)c3ccco3)ccc2c(=O)c1-c1ccc(OC)cc1
  5 | 1
> COc1cc([N+](=O)[O-])ccc1NC(=O)NC1(C(F)(F)F)Oc2ccc(Cl)cc2O1 (centres undefined)
  2 | 0
> COc1cc(C2CC(=O)Nc3n[nH]c(C)c32)cc(OC)c1O (centres undefined)
  -6 | 1
> CC(C)CNC(=O)C1CC(=O)N(Cc2ccccc2)C1 (centres undefined)
  -7 | -4
> Cc1ccc(C(=O)N2CC(C)N(C(=O)c3ccc(C)o3)CC2C)o1 (centres undefined)
  2 | -1
> O=C(NCc1cccnc1)c1cc(Sc2cccc(Cl)c2)nc2ccccc12
  50 | -8
> Cc1c(OCc2ccc(C(=O)O)o2)ccc2c3c(c(=O)oc12)CCC3
  4 | 3
> CC(=O)Nc1ccc(CC(=O)N2CCCC2c2nc(-c3cccc(C)c3)no2)cc1 (centres undefined)
  15 | -4
> CC(C)(C)c1csc(CN2CCN(CC(=O)NC3CCCCC3)CC2)n1
  100* | -1
> O=C(c1ccc(-c2cccnc2)nc1)N1CCN(c2ccccc2)CC1
  7 | 0
> Cn1ccc2c(-c3ccc(C(F)(F)F)cc3)cc3c(c21)C1CCC3O1 (centres undefined)
  4 | -14
> N#Cc1conc1-c1ccc(Cl)cc1Cl
  10 | -4
> COC(=O)C1SC(C)SCC1=O (centres undefined)
  x | 17
> O=C1N/C(=C\c2ccc(F)cc2)C(=O)N1Cc1ccccc1F
  6 | -9
> Cc1ccc(-c2nc(C)c3c(n2)N(Cc2ccccn2)C(=O)CC3)cc1
  9 | -12
> Cc1cccc(NC(=O)c2oc3ccc(S(=O)(=O)N4CCCC4)cc3c2C)c1C
  20 | -10
> Cc1cccc(NC(=O)c2ccccc2Cl)c1
  -4 | -10
> Nc1nc2n(n1)C(c1cccs1)CC(c1ccc(Cl)cc1Cl)N2 (centres undefined)
  78* | -13
> COc1cc(C2C(C(=O)Nc3ccccn3)=C(C)Nc3nnnn32)ccc1OCc1ccccc1 (centres undefined)
  49 | -2
> O=C(NCCCN1CCOC(c2ccccc2)C1)C12CC3CC(CC(C3)C1)C2 (centres undefined)
  16 | -2
> CCOC(=O)COc1ccc2c(=O)c(-c3ccc4c(c3)OCCO4)c(C(=O)OCC)oc2c1
  -1 | 5
> Cc1ccc(-c2nnc(N3CCC(C(=O)NCc4cccnc4)CC3)o2)cc1
  17 | -3
> CC(C)CNc1cc(C(C)C)c(C#N)c2nc3ccccc3n12
  -6 | -69
> CCOc1ccc(C(=O)Nc2cc(-c3nc4ncccc4o3)ccc2Cl)cc1Br
  -8 | -4
> COc1cccc2cc(-c3cc(=O)oc4cc(C)c(OC(=O)C5CC5)cc34)oc12
  -2 | 2
> COCC(C)(O)CNC(=O)C(C)(C)C (centres undefined)
  1 | 0
> CS(=O)(=O)N1CCCC(C(=O)Nc2nc(-c3nc4ccccc4s3)cs2)C1 (centres undefined)
  7 | -7
> COc1ccc(Cl)cc1NC(=O)C1CCC(CNS(C)(=O)=O)CC1 (centres undefined)
  -4 | -10
> N#CC1=CN(c2ccc3c(c2)CCC3)c2cccc(F)c2S1(=O)=O
  3 | -2
> Cc1ccc(C)c(S(=O)(=O)N2CCCC2c2nc(-c3ccc(Cl)cc3)no2)c1 (centres undefined)
  -49 | 8
> O=C(CN(Cc1ccccc1)S(=O)(=O)c1ccccc1)Nc1ccc2c(c1)OCO2
  12 | 5
> Cc1ccc(-c2ccc(=O)n(CCCC(=O)Nc3ccccn3)n2)cc1
  -3 | -10
> Cc1ccc(CN2CCN(C3CCN(C(=O)Nc4ccccc4F)CC3)C2=O)cc1
  -4 | -10
> CC(NC(=O)CN1CCCCC1)C12CC3CC(CC(C3)C1)C2 (centres undefined)
  2 | 1
> CCOc1ccc(CNC(=O)CCc2cn(C)c3ccccc23)cc1OC
  3 | -22
> CC(C)(C)C(=O)Nc1ccc(-c2cc3cc(Cl)ccc3o2)cc1
  x | -6
> O=C(COc1ccc(Br)cc1)Nc1cccc(O)c1
  3 | -6
> CCC(=O)N1CCc2cc(Br)cc(S(=O)(=O)N3CCCCCC3)c21
  -3 | -5
> COc1cccc(C2C3=C(CCCC3=O)NC3=C2C(=O)c2ccccc23)c1 (centres undefined)
  13 | -5
> CN(C)c1cc(OC2CCN(C(=O)c3c[nH]c4ccccc34)C2)ncn1 (centres undefined)
  9 | 4
> O=C(c1cccs1)N1CCC(n2cnnc2-c2ccccc2)C1 (centres undefined)
  -1 | -3
> O=C(CSCc1ccccc1)N1CCN(Cc2nc3ccccc3[nH]2)CC1
  -3 | -8
> Cc1[nH]nc(NC(=O)c2ccncc2)c1-c1ccc(Br)cc1
  14 | -5
> Cc1ccc(/C=C2\C(=O)NN(c3ccc(Cl)c(Cl)c3)C2=O)s1
  3 | -4
> COc1ccc2c(c1)C(C)CC(C)(C)N2C(=O)CSc1ncn[nH]1 (centres undefined)
  1 | -3
